Screening results (PubChem)
HepG2 tox – kills HepG2 cells in TGF-b inhibitor counter-screen; HepG2 CAGA-GFP viability, ATP luminescence, 18 h; Potency, µM (top dose mostly 46.1 µM), for the others: top-dose activity change, negative = cytotoxicity, actives largely listed as cytotoxic; 0.76% of 410,000 active; AID 588856; note: potency is the fitted concentration of half-maximal effect; some results filed as inactive show a strong effect at the top dose
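HepG2 CAGA-GFP cells (1000/well, DMEM with 1% FBS) received compound, then TGF-beta at 500 pg/mL final, and were incubated 18 hours at 37 degrees C. Viability was read by CellTiter-Glo luminescence. Media-only wells were set as complete cell-killing and DMSO as no toxicity.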
TGFb SMAD3 inh – blocks TGF-b signaling | HepG2 CAGA-GFP TGF-b/SMAD3 reporter, GFP fluorescence, 18 h; TGF-beta stimulated, 500 pg/mL final | Potency, µM (top dose mostly 46.1 µM), inactives show at the top dose activity, negative = inhibition, actives largely listed as inhibitors | 1.2% of 410,000 active; note: potency is the fitted concentration of half-maximal effect; % is set by controls: 0 for no effect and ±100 for the full control effect; nearly all actives have a fitted effect of over 65% in size
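Inhibition of TGF-beta-driven CAGA-GFP reporter expression in HEPG2 cells is measured by cellular GFP fluorescence after 18 h stimulation with 500 pg/mL recombinant TGF-beta in 1% FBS medium at 37 degrees C.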
ATXN2 expr inh – reduces ATXN2 reporter expression in HEK-293 cells; HEK-293 ATXN2-luciferase reporter, luminescence, 24 h; Potency, µM (titrated, usually from 57 µM), without a hit: at the top dose activity change, negative = inhibition, most hits filed as inhibitors; 0.72% of 360,000 active; AID 1745845; note: potency is the fitted concentration of half-maximal effect; % is set by controls: 0 for no effect and ±100 for the full control effect; nearly all actives have a fitted effect of over 55% in size
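ATXN2-luciferase reporter cells (luciferase flanked by upstream and downstream ATXN2 gene portions) were treated 24 h at 37 °C with compounds at up to 57 uM. SteadyGlo luminescence gave expression; GF-AFC fluorescence gave viability.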
MCF10A rerep – induces DNA re-replication in MCF 10a normal breast cells; MCF 10A DNA re-replication, Hoechst nuclear intensity, 48 h; Potency, µM (titrated, usually from 46.1 µM), for the others: at the highest dose activity, positive = re-replication, most hits filed as activators; 2.9% of 350,000 active; note: potency is the fitted concentration of half-maximal effect; % of control where 0% means no effect; nearly all actives have a fitted effect of over 50% in size
A549 tox – kills or reduces viability of A549 cells in Nrf2 counter-screen | AID 504648 | Potency, µM (doses to about 46 µM), inactives show top-dose activity change, negative = cytotoxicity, most hits filed as inhibitors | 0.16% of 390,000 active | A549 ARE-Fluc cells, CellTiter-Fluor viability, 18-24 h; note: potency is the fitted concentration of half-maximal effect; % is set by controls: 0 for no effect and ±100 for the full control effect
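A549 ARE-Fluc cells in 5% FBS OPTI-MEM, 5000 cells/well, rested 2 h then exposed to compounds in concentration-response for 18-24 h at 37 °C. Viability by CellTiter-Fluor fluorescence (Ex 405/Em 525) after 30 min; luciferase luminescence (BugLite, 15 min, RT) read afterwards.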
Nrf2 ARE act – Nrf2 pathway activation; AREc32 ARE-luciferase reporter (MCF7-derived line), luminescence, 24 h; Potency, µM (highest dose often 46.1 µM), for the others: top-dose activation, usual class: activators; AID 624171; 0.31% of 410,000 active; note: potency is the fitted concentration of half-maximal effect; % of control where 0% means no effect; nearly all actives have a fitted effect of over 65% in size
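Steps: seed AREc32_Fluc cells (1000/well, 5% FBS OPTI-MEM); incubate overnight at 37 deg C; add 23 nL compound; incubate 24 hr; add Steady-Glo; hold 30 min RT; read luminescence.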
S2 tox – reduces viability in counter-screen for ATXN expression inhibitors; S2 cells (HEK-293 line with an ATXN2-luciferase reporter) viability, CellTiter-Fluor protease fluorescence, 24 h; Potency, µM (highest dose often 56.7 µM), actives largely listed as cytotoxic; 0.49% of 400,000 active; AID 651635; note: potency is the fitted concentration of half-maximal effect; nearly all actives have a fitted effect of over 40% in size
IL1B secr inh – inflammasome signaling inhibition, IL-1 beta readout | THP-1 LPS/ATP IL-1B secretion, AlphaLISA, 16 h; stronger effect = lower value | activity change, % at 57.5 µM | 4.7% of 360,000 active | AID 743279; in the data active = activity change below about -50%; inconclusive = mostly about -30% to -49%; note: % is set by controls: 0 for no effect and ±100 for the full control effect
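Secreted IL-1B measured by AlphaLISA bead assay after 16 h compound exposure of THP-1 cells; compounds (final up to 57.5 uM) added 1 h before LPS (250 ng/mL) and ATP (1.25 mM) stimulation; lower signal means less secretion.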
Nrf2 block – Nrf2 pathway inhibition; Potency, µM (doses to about 46 µM), for inactives: at the top dose activity change, negative = inhibition, hits mostly inhibitors; AID 504444; 2.1% of 360,000 active; A549 ARE-Fluc reporter, luciferase luminescence, 18-24 h; note: potency is the fitted concentration of half-maximal effect; % is set by controls: 0 for no effect and ±100 for the full control effect; nearly all actives have a fitted effect of over 60% in size
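Nrf2 function is reported as luminescence of an ARE-controlled luciferase in A549 cells. Compounds were tested at several concentrations, and a CellTiter-Fluor read on the same wells flagged cytotoxicity.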
* marks the source's active call; other numbers are inactive results; i = inactive; ? = inconclusive; / = no result given; & = joins results of further samples; ! = not active in a repeat; [ ] = remark or other dose. Unless noted, calls come from the whole dose curve; as a rule, active = well fitted curve in the direction sought with a large enough effect; inconclusive = small, poorly fitted or top-dose-only effect, or another doubt; inactive = no such curve, though single readings can be large; an effect the other way counts as inactive or inconclusive. Rows are unselected. About 8.8% of those tested had a hit in this group.

entry	Compound	Nrf2 block	ATXN2 expr inh	HepG2 tox	A549 tox	Nrf2 ARE act
1	CC1(C)OC(=O)C=C[C@]2(C)[C@H]3CC[C@@]4(C)[C@H](c5ccoc5)OC(=O)[C@H]5O[C@]54[C@]3(C)C(=O)C[C@@H]12	6%	9%	7%	-5%	0.2%
2	CCc1ccc(CNc2ccc3c(c2)ncn3C)cc1	?	0%	-15%	6%	3.2%
3	Cc1ccc2nc(NS(=O)(=O)c3ccc(Cl)cc3)c(Nc3ccc(C(=O)O)cc3)nc2c1	-12%	14%	-6%	-19%	2.6%
4	O=C(O)c1cc(N/N=C/c2ccc(-c3ccccc3)cc2)ccc1Cl	?	/	-12%	-8%	2.1%
5	CCOc1ccc(C(=O)Nc2nnc(S(=O)(=O)N(CC)c3ccccc3C)s2)cc1	?	/	-5%	8%	-0.1%
6	COc1ccc([C@H]2CC(=O)C[C@@H](CCn3cc(C)nn3)O2)cc1	/	1%	/	/	-1.1%
7	C=C(C)Cn1c(SCC(=O)O)nc2c1c(=O)[nH]c(=O)n2C	8%	8%	1%	-1%	-1.3%
8	CN(Cc1cnccn1)Cc1nc(Cc2ccccc2Cl)no1	9%	4%	-4%	0%	0.0%
9	Cc1ccc(C(=O)OCC(=O)N2CC(C)CC(C)C2)cc1S(=O)(=O)N1CCCCC1 (stereo not given)	9%	2%	-7%	2%	-0.4%
10	COC(=O)C1=C(C)N(Cc2ccccc2)C(=NCCCCO)N[C@H]1CCc1ccccc1	15%	-6%	-34%	2%	2.7%

entry	S2 tox	IL1B secr inh	TGFb SMAD3 inh	MCF10A rerep
1	i	-5	3%	-5%
2	i	-11	0%	2%
3	i	/	33%[activator]	/
4	i	21	-13%	3.3µM*
5	/	/	-13%	/
6	i	43	/	/
7	i	0	-22%	-1%
8	i	19	3%	1%
9	i	25	-1%	1%
10	?	?	?	5%

Other structures:
entry	Compound	Nrf2 block	ATXN2 expr inh	HepG2 tox	A549 tox	Nrf2 ARE act
11	CNC(=S)N(CCc1c(C)[nH]c2ccc(Cl)cc12)Cc1cc(OC)c(OC)c(OC)c1	?	?	-5%	-19%	-1.1%
12	Cc1ccccc1CSCCNC(=O)C1CCN(S(=O)(=O)Cc2ccccc2)CC1	-28%	-4%	2%	2%	-0.9%
13	CC(=O)Nc1ccc(NC(=O)C(NC(=O)c2ccc(Cl)cc2)C(C)C)cc1 (stereo not given)	/	/	5%	/	0.2%
14	CC1CCCC(N2CCN(C(=O)c3ccccc3F)CC2)C1 (stereo not given)	18%	0%	-34%	-8%	-0.6%
15	Cc1[nH]c2ccccc2c1C(=O)C(=O)N1CCN(c2ccccc2)CC1	-9%	-1%	-27%	2%	-0.5%
16	N#CC1=C(N)SC(N)=C(C#N)C1CCc1ccccc1	-25%	-5%	-25%	-3%	9.8%
17	O=C(O)C1=NOC(CNC(=O)c2ccccc2Cl)C1 (stereo not given)	5%	4%	-12%	1%	0.1%
18	O=S(=O)(Nc1ncccn1)c1ccc(NC(=S)Nc2ccccc2Cl)cc1	-12%	/	-8%	-2%	-1.3%
19	Cc1cc(C)c2c(N)c(C(=O)c3ccccc3)sc2n1	1%	-5%	-37%	-4%	28%
20	Cc1cc2n(n1)SC(Nc1ccccc1)N2 (stereo not given)	9%	23%	-11%	-6%	3.3%

entry	S2 tox	IL1B secr inh	TGFb SMAD3 inh	MCF10A rerep
11	?	?	?	?
12	i	/	-19%	/
13	i	6	4%	/
14	i	2	-1%	4%
15	i	15	6%	14%
16	i	37	-21%	?
17	i	14	-5%	-2%
18	i	0	-4%	0%
19	/	-19	?	3%
20	i	-9	-19%	-3%

Entries above that contain an aryl methoxy group:
entry	Compound	Nrf2 block	ATXN2 expr inh	HepG2 tox	A549 tox	Nrf2 ARE act
6	COc1ccc([C@H]2CC(=O)C[C@@H](CCn3cc(C)nn3)O2)cc1	/	1%	/	/	-1.1%
11	CNC(=S)N(CCc1c(C)[nH]c2ccc(Cl)cc12)Cc1cc(OC)c(OC)c(OC)c1	?	?	-5%	-19%	-1.1%

entry	S2 tox	IL1B secr inh	TGFb SMAD3 inh	MCF10A rerep
6	i	43	/	/
11	?	?	?	?

More entries follow.
entry	Compound	Nrf2 block	ATXN2 expr inh	HepG2 tox	A549 tox	Nrf2 ARE act
21	CC(C)Oc1ccc(CNC(=O)CCC(=O)N2CC(C)Sc3ccccc32)cc1 (stereo not given)	10%	-7%	-26%	-2%	-0.7%
22	c1ccc2c(c1)Cn1c-2nc2ccccc21	?	-11%	-49%	6%	-0.8%
23	Cc1cc2cc(CCNC(=O)c3ccc(C)c([N+](=O)[O-])c3)c(=O)[nH]c2cc1C	?	-19%	0%	-17%	0.0%
24	CCOC(=O)C1(CCc2ccccc2)CCN(C(=O)c2cccc(C)n2)CC1	18%	/	-29%	6%	0.1%
25	OCCNc1ncnc2c1ncn2[C@H]1CN(Cc2ccc3c(c2)OCO3)C[C@@H](CO)O1	/	6%	-14%	/	-1.1%
26	COc1ccc(S(=O)(=O)N2c3cc(C)ccc3OCC2C(C)(C)C)cc1 (stereo not given)	?	-18%	-10%	-17%	-0.3%
27	Nc1nc(N)nc(-c2cccc([N+](=O)[O-])c2)n1	/	7%	0%	/	0.2%
28	COc1ccc(S(=O)(=O)N2CCCC(C(=O)N3CCOCC3)C2)cc1OC (stereo not given)	-12%	-3%	3%	-1%	0.0%
29	Cc1nc2cc(C(=O)NCc3cccnc3)ccc2n1-c1ccc(F)cc1F	-8%	-12%	-2%	14%	0.0%
30	COC(=O)CCNC(=O)c1ccc2nc(Cc3ccc(OC)c(OC)c3)oc2c1	?	43%[activator]	-5%	2%	3.9%

entry	S2 tox	IL1B secr inh	TGFb SMAD3 inh	MCF10A rerep
21	i	0	-3%	12%
22	i	-9	2%	-2%
23	?	-4	-1%	?
24	i	26	?	1%
25	i	-3	-5%	/
26	?	24	?	2.6µM*
27	i	-21	11%	/
28	i	12	22%	-7%
29	i	-7	-4%	0%
30	i	18	-17%	5%

Next records
entry	Compound	Nrf2 block	ATXN2 expr inh	HepG2 tox	A549 tox	Nrf2 ARE act
31	O=C(COC(=O)c1ccc(S(=O)(=O)N2CCCC2)cc1)NCc1ccco1	4%	-2%	8%	1%	-0.6%
32	O=C(c1ccc(S(=O)(=O)N2CCOCC2)cc1)N1CCCc2ccccc21	14%	/	-4%	1%	2.6%
33	Cc1cc2nncn2c2ccccc12	-4%	0%	-1%	4%	-1.4%
34	O=C(O)c1ccccc1Nc1ccccc1	8%	16%	-4%	0%	-1.1%
35	CC1(C)OC(=O)N(c2ccccc2)C12C=Cc1cc(Br)ccc1O2 (stereo not given)	?	?	-44%	?	1.9%
36	CC12CN3CC(C)(CN(C1)C3c1ccc(Cl)cc1)C2 (stereo not given)	3%	-5%	0%	0%	-1.1%
37	COc1ccccc1NC(=O)CSc1nc(N)c(-c2ccccc2)c(=O)[nH]1	4%	-5%	-9%	1%	0.1%
38	CCN(CC)C(=O)Cn1c(=O)n(CCCCCC(=O)Nc2ccccc2)c(=O)c2sccc21	4%&2%	7%	3.2µM*!	0%&-7%	0.4%&-0.1%
39	COc1ccccc1C(c1nnnn1CC1CCCO1)N1CCN(c2ccccc2)CC1 (stereo not given)	2%	4%	2%	1%	0.4%
40	COC(=O)c1ccc(C2/C(=C(/O)c3ccc4c(c3)CC(C)O4)C(=O)C(=O)N2CCN2CCOCC2)cc1 (stereo not given)	?	2%	5%	1%	-0.5%

entry	S2 tox	IL1B secr inh	TGFb SMAD3 inh	MCF10A rerep
31	i	27	8%	-7%
32	/	35	5%	2%
33	i	-3	-7%	-3%
34	i	9	-1%	-14%
35	i	?	?	?
36	i	-6	2%	-1%
37	i	24	1%	-7%
38	i	3	?	4%
39	i	7	-3%	-3%
40	i	9	3%	0%

Two entries from above, set out differently:
Value order: Nrf2 block	ATXN2 expr inh	HepG2 tox	A549 tox	Nrf2 ARE act	S2 tox	IL1B secr inh	TGFb SMAD3 inh	MCF10A rerep
(32) O=C(c1ccc(S(=O)(=O)N2CCOCC2)cc1)N1CCCc2ccccc21
 : 14%	/	-4%	1%	2.6%	/	35	5%	2%
(40) COC(=O)c1ccc(C2/C(=C(/O)c3ccc4c(c3)CC(C)O4)C(=O)C(=O)N2CCN2CCOCC2)cc1 (stereo not given)
 : ?	2%	5%	1%	-0.5%	i	9	3%	0%

(listing goes on)
entry	Compound	Nrf2 block	ATXN2 expr inh	HepG2 tox	A549 tox	Nrf2 ARE act
41	Cc1ccnc(NC(=O)CCC2COc3ccccc3O2)c1 (stereo not given)	/	4%	-8%	1%	2.7%
42	CN(C)c1nc(NCc2ccccc2)nc(N/N=C/c2cccc(Br)c2)n1	-18%	-20%	-7%	-10%	1.8%
43	COc1cc(NS(=O)(=O)c2ccc(NS(=O)(=O)c3ccc(NC(C)=O)cc3)cc2)nc(OC)n1	?	-10%	3%	-2%	0.3%
44	COc1ccc(/C(CC2(O)C(=O)Nc3ccccc32)=N\O)cc1 (stereo not given)	2%	-22%	5%	-3%	0.1%
45	Cc1cc(C)cc(OCc2ccc(C(=O)NC3CCOC3=O)o2)c1 (stereo not given)	11%	-1%	6%	2%	-0.1%
46	O=C(CSc1nc(-c2ccccc2)c(-c2ccccc2)o1)Nc1nncs1	-22%	8%	-27%	-8%	0.7%

entry	S2 tox	IL1B secr inh	TGFb SMAD3 inh	MCF10A rerep
41	i	-19	-27%	?
42	i	-5	-14%	?
43	i	-2	-2%	9%
44	i	11	-9%	-2%
45	i	-11	?	5%
46	i	4	0%	?
